BLM helicase inh: blocks DNA unwinding by human BLM helicase; Potency, µM (series often up to 56.1 µM), inactives show at the highest dose activity change, negative = inhibition, usual class: inhibitors; recombinant BLM DNA unwinding, fluorescence dequenching; 350,000 compounds, 0.2% hits;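 note: plate controls were vehicle for no effect and no enzyme for full effect; nearly all actives have a fitted effect of over 35% in size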
PGK inhibitor: blocks T. brucei phosphoglycerate kinase. 380,000 compounds, 0.043% hits. Potency, µM (top dose mostly 57.5 µM), without a hit: at the top dose activity change, negative = inhibition, usual class: inhibitors. AID 602233. P07378. PGK/GAPDH coupled, Kinase-Glo luminescence, 60 min; note: % is set by controls: 0 for no effect and ±100 for the full control effect; nearly all actives have a fitted effect of over 60% in size
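Luminescent ATP detection (Kinase-Glo Plus) follows a 60-minute room-temperature incubation, with wells lacking PGK as controls. Buffer: 100 mM TEA (pH 7.6), 5 mM MgCl2, 0.01% Tween-20. Coupling enzyme GAPDH (100 nM final) supplies unstable 1,3-BPG in-well.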
JMJD2A Tudor: JMJD2A Tudor domain (human) inhibition; O75164; AlphaScreen JMJD2A-Tudor / H3K4me3 peptide binding; Potency, µM (doses to about 114 µM), for the others: at the highest dose activity change, negative = inhibition, hits mostly inhibitors; 390,000 compounds, 4.4% hits; note: % is set by controls: 0 for no effect and ±100 for the full control effect; nearly all actives have a fitted effect of over 50% in size
G9a inh: blocks human histone lysine methyltransferase G9a. AID 504332. G9a H3K9 monomethylation, AlphaScreen, 2 h. Potency, µM (series often up to 102 µM), for the others: at the top dose activity, negative = inhibition, actives largely listed as inhibitors. 350,000 compounds, 8.8% hits; note: % is set by controls: 0 for no effect and ±100 for the full control effect; nearly all actives have a fitted effect of over 75% in size
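Chemiluminescent proximity detection of H3K9 monomethylation, read after 10 min bead incubation in the dark. Reaction: 20 nM G9a, 500 nM biotin-H3K9 peptide, 20 uM SAM cofactor, 2 h, room temperature, following 15 min enzyme-compound preincubation.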
Pin1 inh: inhibitors of human Pin1; Pin1 FP peptide displacement, HiFluor488, 10 min; Q13526; 390,000 compounds, 0.009% hits; Potency, µM (series often up to 115 µM), inactives show top-dose activity, negative = inhibition, hits mostly inhibitors; active = well fitted inhibition curve with a large enough effect in the polarisation, with a control signal flat, not every such curve was filed as active; inconclusive = small, poorly fitted or top-dose-only effect, or effect the other way, or a change in a side signal; inactive = no such curve, though single readings can be large or run the other way; the % refers to the polarisation; note: % is set by controls: 0 for no effect and ±100 for the full control effect
HP1b binding inh: HP1-beta chromodomain-methylated histone interaction inhibition; AlphaScreen HP1-beta / biotin-H3K9me3 peptide binding; Potency, µM (highest dose often 114 µM), for inactives: at the top dose activity change, negative = inhibition, most hits filed as inhibitors; 390,000 compounds, 0.56% hits; note: nearly all actives have a fitted effect of over 70% in size; inactives centre near 23
Target sequence (P83916 whole entry, looked up): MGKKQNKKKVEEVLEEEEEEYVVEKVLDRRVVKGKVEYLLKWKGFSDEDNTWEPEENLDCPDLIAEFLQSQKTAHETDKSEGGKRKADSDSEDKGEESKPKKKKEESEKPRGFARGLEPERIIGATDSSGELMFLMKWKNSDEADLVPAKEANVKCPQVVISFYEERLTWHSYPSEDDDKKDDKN
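Compound inhibition of the preformed complex between 50 nM HP1-beta and 50 nM biotinylated H3K9me3 peptide was read by AlphaScreen. Buffer was PBS pH 7.4 with 0.01% Tween-20. Incubations ran 30 min at room temperature, with 10 ug/mL donor/acceptor beads.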
Pol iota inh: DNA polymerase iota (human) inhibition. Pol iota fluorescent replication assay, 10 min. Potency, µM (series often up to 115 µM), inactives show at the highest dose activity, negative = inhibition, hits mostly inhibitors. 390,000 compounds, 1% hits
Target sequence (Q9UNA4 whole entry, looked up): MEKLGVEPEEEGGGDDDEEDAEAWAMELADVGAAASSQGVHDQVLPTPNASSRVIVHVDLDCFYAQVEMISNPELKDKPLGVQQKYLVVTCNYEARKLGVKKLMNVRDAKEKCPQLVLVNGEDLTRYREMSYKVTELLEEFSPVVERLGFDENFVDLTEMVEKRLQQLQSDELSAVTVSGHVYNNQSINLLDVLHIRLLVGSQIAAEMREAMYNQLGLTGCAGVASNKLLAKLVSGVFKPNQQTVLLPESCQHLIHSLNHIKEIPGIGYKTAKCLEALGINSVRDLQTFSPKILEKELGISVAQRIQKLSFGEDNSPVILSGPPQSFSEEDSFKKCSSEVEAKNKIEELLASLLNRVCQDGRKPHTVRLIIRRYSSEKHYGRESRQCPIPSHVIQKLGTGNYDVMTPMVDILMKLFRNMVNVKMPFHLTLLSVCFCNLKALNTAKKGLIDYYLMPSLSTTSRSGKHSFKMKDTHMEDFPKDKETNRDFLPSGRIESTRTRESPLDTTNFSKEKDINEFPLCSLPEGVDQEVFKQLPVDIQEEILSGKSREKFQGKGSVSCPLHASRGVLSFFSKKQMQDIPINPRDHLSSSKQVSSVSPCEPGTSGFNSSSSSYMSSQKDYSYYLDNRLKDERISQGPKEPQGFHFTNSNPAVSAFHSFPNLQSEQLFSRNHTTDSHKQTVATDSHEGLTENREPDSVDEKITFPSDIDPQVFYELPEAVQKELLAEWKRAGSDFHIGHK
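Fluorescent replication assay read twice, at 0 min and 10 min after adding 50 nM (final) substrate. Enzyme (10 nM) and compounds were first incubated 15 min at room temperature; enzyme-free buffer wells were negative controls.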
GLS inhibitor: inhibitors of human glutaminase (GLS). GLS enzymatic activity, qHTS titration. Potency, µM (highest dose often 45.5 µM), for the others: at the highest dose activity change, negative = inhibition, actives largely listed as inhibitors. 410,000 compounds, 0.21% hits; note: % is set by controls: 0 for no effect and ±100 for the full control effect
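Compounds were pin-transferred onto hKGA, after which L-glutamine (1 mM solution) and a detection mix of glutamate oxidase, HRP and Amplex Red were added. Initial and 30 min RT fluorescence reads were collected.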
BAZ2B block: BAZ2B (human) inhibition; AlphaScreen BAZ2B-H3K14Ac peptide displacement; Potency, µM (highest dose often 114 µM), for the others: at the top dose activity change, negative = inhibition, hits mostly inhibitors; 360,000 compounds, 4.4% hits; note: % is set by controls: 0 for no effect and ±100 for the full control effect; nearly all actives have a fitted effect of over 60% in size
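AlphaScreen luminescence quantifies BAZ2B engagement of H3K14Ac peptide; the protein and biotinylated peptide are both at 50 nM final, buffer PBS pH 7.4 with 0.01% Tween-20, all steps at room temperature.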
The depositor's hits bear a star; i = inactive; u = inconclusive; x = no result given; & = joins results of further samples; ! = not confirmed by another sample; [ ] = remark or other dose. Unless noted, calls come from the whole dose curve; as a rule, active = well fitted curve in the direction sought with a large enough effect; inconclusive = small, poorly fitted or top-dose-only effect, or another doubt; inactive = no such curve, though single readings can be large; an effect the other way counts as inactive or inconclusive. Potency is the fitted concentration of half-maximal effect.

A first look:
BLM helicase inh,PGK inhibitor,JMJD2A Tudor,G9a inh,Pin1 inh,HP1b binding inh,Pol iota inh,GLS inhibitor,BAZ2B block,Structure
-1%,10%,4%,x,6%,28%,50%[activator],-19%,-5%,CCCN1C(=O)/C(=C2\SC(=S)N(c3c(C)n(C)n(-c4ccccc4)c3=O)C2=O)c2ccccc21
-1%,-3%,-11%,17%,-2%,25%,-9%,x,-35%,CC(=O)Nc1ccc(N2C(=O)CSC2c2c(F)cccc2Cl)cc1 (stereo not given)
-5%,-4%,9%,u,4%,33%[activator],16%,3%,-2%,O=C(O)CC1(CC(=O)Nc2ccc(F)cc2F)CCCCC1

The listing, repeating the preview:
BLM helicase inh,PGK inhibitor,JMJD2A Tudor,G9a inh,Pin1 inh,HP1b binding inh,Pol iota inh,GLS inhibitor,BAZ2B block,Structure
-1%,10%,4%,x,6%,28%,50%[activator],-19%,-5%,CCCN1C(=O)/C(=C2\SC(=S)N(c3c(C)n(C)n(-c4ccccc4)c3=O)C2=O)c2ccccc21
-1%,-3%,-11%,17%,-2%,25%,-9%,x,-35%,CC(=O)Nc1ccc(N2C(=O)CSC2c2c(F)cccc2Cl)cc1 (stereo not given)
-5%,-4%,9%,u,4%,33%[activator],16%,3%,-2%,O=C(O)CC1(CC(=O)Nc2ccc(F)cc2F)CCCCC1
-1%,-10%,-6%,x,-6%,48%[activator],17%,-6%,13%,CCN(c1ccccc1)S(=O)(=O)c1cc2c(cc1C)NC(=O)CO2
-5%,u,50µM*,32µM*,u,u,18µM*,120%[activator],50µM*,COc1ccc(OC)c([N+](=O)[O-])c1C(N)=O
-5%&1%,-5%,-20%&-12%,12%[59 µM],10%&3%,25%&29%,50µM*!,4%&3%,-13%&-3%,Cc1cccc(N2CCN(C(=O)c3noc4c3COc3ccc(C)cc3-4)CC2C)c1 (stereo not given)
u,-24%,79µM*,u,x,u,u,-3%,40µM*,O=C(N/N=C/c1cc(Br)c(O)c(Br)c1)c1cc2c(ccc3ccccc32)o1
-7%,-3%,-7%,-2%,-4%,14%,31%[activator],-16%,-5%,COC(=O)CNC(=O)COC(=O)/C=C/c1ccc(F)cc1
0%,-4%,u,8.9µM*,0%,10%,58%[activator],-30%,-6%,C/C(=N\NC(=S)Nc1c(C)cccc1C)c1ccc(OC(F)F)cc1
-1%,x,-11%,x,-3%,9%,u,x,x,Cc1cccc(CN2CC34CCC(CC3S2(=O)=O)O4)c1 (stereo not given)
x,-1%,-3%,x,6%,13%[57 µM],-5%,12%,x,Nc1nc(N)c(N=Nc2ccccc2)c(=O)[nH]1
1%,-4%,1%,0%[59 µM],3%,33%,10%,11%,8%,COc1ccc(C(=O)NCC(C)C)c(OC)c1
1%,-9%,-27%,u,-1%,41%[activator],-2%,-3%,-34%,O=C(CCSCc1ccccc1)Nc1ccc2c(c1)OCCO2
x,6%,u,-5%[2.33 µM],u,7%,u,33%[activator],50µM*,CCCCNc1c(-c2ccc(SC(C)CC)c(OC)c2)nc2ccc(C)cn12 (stereo not given)
0%,-2%,-18%,-6%[59 µM],7%,13%,9%,17%,-2%,COCCNC(=O)CN(C(=O)CCC(=O)Nc1cc(C)on1)c1ccccc1C

BLM helicase inh,PGK inhibitor,JMJD2A Tudor,G9a inh,Pin1 inh,HP1b binding inh,Pol iota inh,GLS inhibitor,BAZ2B block,Structure
x,-2%,-14%,14%[59 µM],-1%,23%,19%,6%,11%,O=C(CSc1nc(=O)[nH]c2c1CCCC2)Nc1cc(C(F)(F)F)cc(C(F)(F)F)c1
2%,3%,1%,x,10%,34%,8%,-4%,-17%,CN(C)CCC#CC1(O)c2ccccc2-c2ccccc21
-1%,-7%,1.3µM*,u,2%,u,-4%,u,u,COc1cc(-c2n[nH]c(=S)n2/N=C/c2cccn2C)cc(OC)c1OC
4%,3%,-11%,u,2%,42%[activator],32%[activator],0%,7%,O=C(CCn1c(=S)[nH]c2ccccc2c1=O)N1CCOCC1
-1%,i,1%,1%,-6%,38%,2%,2%,-16%,O=C(O)c1ccc(-n2nc(C(F)(F)F)cc2-c2cccs2)cc1
-5%,-1%,-19%,u,-10%,-4%,18%,41%[activator],-16%,Cc1ccc(S(=O)(=O)Nc2ccc(O)c(Sc3ncn[nH]3)c2)cc1
-3%,-1%,1%,-12%,-3%,34%,56%,0%,-7%,COC(CNC(=O)c1ccc2c(c1)nc(C)n2-c1cc(C)cc(C)c1)OC
0%,-3%,8%,-11%,u,25%,22%,x,-22%,CN(/N=C/c1ccncc1)c1cnn(-c2ccc(F)c(Cl)c2)c(=O)c1Cl
-1%,-10%,-5%,6%[12.7 µM],-2%,32%,9%,-1%,6%,CCn1ncc(C2=NOC(C(=O)Nc3cc(OC)c(Cl)cc3OC)C2)c1C (stereo not given)
x,-5%,-8%,x,-7%,24%,u,-1%,x,Cc1cc(C=O)c(C)c2c1[nH]c1ccccc12
x,-2%,-10%,x,5%,5%,62%[activator],-16%,x,Cc1ccc(S(=O)(=O)N2CCN(C(=O)CNC(=O)c3ccc(Cl)cc3)CC2)cc1
x,-7%,2%,x,u,17%,-16%,-4%,x,O=C(c1ccco1)N1CCN(C(=O)c2cc(-c3ccncc3)nc3ccc(Br)cc23)CC1
1%,1%,-27%,u,-1%,7%,7%,14%,-36%,Cc1ccc2nc(SCC(=O)c3c(C)[nH]c4ccccc34)[nH]c2c1
2%,-7%,-9%,23%[59 µM],3%,78%[activator],-13%,-9%,7%,CC(C)c1nnc(SCC(=O)Nc2ccc3c(c2)OCO3)n1C
-1%,i,-21%,x,-5%,6%,14%,-11%,u,CC(C)n1cnc2cc(NCc3ccccc3O)ccc21

BLM helicase inh,PGK inhibitor,JMJD2A Tudor,G9a inh,Pin1 inh,HP1b binding inh,Pol iota inh,GLS inhibitor,BAZ2B block,Structure
-2%,-1%,-1%,5%[59 µM],-7%,49%[activator],-9%,0%,5%,COc1ccc(C(=O)Nc2ccc(N3CCN(c4ccccc4)CC3)c(C(=O)O)c2)cc1
-3%,x,-22%,-7%[59 µM],20%,1%,18%,-11%,-2%,Cc1ccc(C(=O)Nc2ccc(-c3nc4ccccc4o3)cc2)cc1Cl
-15%,1%,-22%,x,2%,16%,130%[activator],3%,-1%,CCn1c(CN(C)c2ccccc2)nc2ccccc21
8%,6%,-11%,u,u,49%[activator],13%,14%,-24%,COc1ccc(C2CC(c3ccc(F)cc3)Nc3nc(N)nn32)cc1OC (stereo not given)
1%,7%,-27%,2%[12.7 µM],-2%,26%,u,10%,u,NC(=O)C1CCN(C(c2ccccc2F)c2nnnn2Cc2ccco2)CC1 (stereo not given)
-3%,-5%,-4%,x,-5%,62%[activator],24%,-1%,-6%,COc1ccc(NC(C)=O)cc1NC(=O)CN1CCN(CC(=O)Nc2ccccc2Cl)CC1
x,i,-8%,-9%[0.501 µM],-1%,23%,22%,-10%,-26%,Cc1nn(-c2ccccc2)c(C)c1NC(=O)COC(=O)CCOc1ccccc1
5%,-6%,-18%,11%[0.0925 µM],-3%,18%,-13%,-1%,-11%,COC(=O)c1cc(S(=O)(=O)NCC2CCN(CCc3cccs3)CC2)cn1C
-1%,7%,-22%,x,1%,9%[57 µM],44%,39%[activator],-33%,COc1ccc(NC2CCCN(C(=O)c3cccc(C(F)(F)F)c3)C2)cc1OC (stereo not given)
-10%,i,-13%,16%[12.7 µM],-2%,2%,4%,4%,-4%,Cc1cc(C)c2c(NC(=O)C3CC3)nn(C)c2n1
-4%,i,-12%,x,1%,-2%,66%[activator],0%,4%,COc1ccccc1NC(=O)CCc1c(C)nc2c(-c3ccc(F)cc3)c(C)nn2c1C
0%,i,-10%,-9%,4%,48%[activator],4%,-6%,1%,Cc1ccccc1N(C(=O)c1snc(C(N)=O)c1N)C(C(=O)NCc1ccccc1)c1ccc(O)cc1 (stereo not given)
x,-8%,-12%,-3%[0.501 µM],10%,52%[activator],1%&20%,-5%,1%,COc1ccccc1C(=O)O[C@H]1[C@H](Cc2ccccc2)NS(=O)(=O)[C@H]2C[C@@H]3C=C[C@]12O3
0%,5%[11.5 µM],-4%,u,2%,23%,23%,0%,6%,CN(C)S(=O)(=O)c1ccc(C(=O)Nc2ccccn2)cc1

Shown as a hit in G9a inh, among the entries above:
BLM helicase inh,PGK inhibitor,JMJD2A Tudor,G9a inh,Pin1 inh,HP1b binding inh,Pol iota inh,GLS inhibitor,BAZ2B block,Structure
-5%,u,50µM*,32µM*,u,u,18µM*,120%[activator],50µM*,COc1ccc(OC)c([N+](=O)[O-])c1C(N)=O
0%,-4%,u,8.9µM*,0%,10%,58%[activator],-30%,-6%,C/C(=N\NC(=S)Nc1c(C)cccc1C)c1ccc(OC(F)F)cc1

Only part of the results is shown; rates above refer to the full screens.
